From PubChem BioAssay
TEAD-YAP block – TEAD-YAP interaction inhibition | 1.4% of 640,000 active | inhibition, % at 9.12 µM | HEK-TIYL cells, TEAD-Gal4/YAP UAS-luciferase luminescence; in the data active = inhibition above about 32%;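 also: 0% = median of test compound wells and 100% = reference inhibitor wells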
FBW7 activator – human FBW7 E3 ligase activation, primary screen. Q969H0. AlphaScreen FBW7–phospho-cyclin E peptide binding, activator screen. normalized activity (activation), % at 26.1 µM. 0.13% of 650,000 active. AID 1259310; in the data active = normalized activity above about 1.9%;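 also: purified mutant Fbw7 with reduced substrate affinity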
MITF primary – human MITF inhibition, primary screen; 0.91% of 650,000 active; O75030; AID 1259374; inhibition, % at 2.6 µM; AlphaScreen MITF homodimerization, bead proximity signal; in the data active = inhibition above about 50%;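 also: 0% = vehicle wells with protein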
Target sequence (O75030 whole entry, looked up): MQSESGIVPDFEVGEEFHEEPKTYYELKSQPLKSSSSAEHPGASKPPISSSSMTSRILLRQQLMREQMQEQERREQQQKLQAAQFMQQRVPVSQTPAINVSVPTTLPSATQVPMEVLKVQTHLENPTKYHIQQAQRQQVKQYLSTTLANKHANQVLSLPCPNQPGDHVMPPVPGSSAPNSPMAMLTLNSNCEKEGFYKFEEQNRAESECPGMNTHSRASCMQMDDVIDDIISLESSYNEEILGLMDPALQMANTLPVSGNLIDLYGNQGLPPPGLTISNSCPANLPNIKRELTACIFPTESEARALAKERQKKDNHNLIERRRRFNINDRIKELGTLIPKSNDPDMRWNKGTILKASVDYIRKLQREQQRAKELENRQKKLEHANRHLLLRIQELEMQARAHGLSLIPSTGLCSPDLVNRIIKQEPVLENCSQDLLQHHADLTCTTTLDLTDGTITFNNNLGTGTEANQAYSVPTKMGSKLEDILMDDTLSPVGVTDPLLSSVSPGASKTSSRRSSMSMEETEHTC
GPR151 ag – human GPR151 activation; Q8TDV0; PathHunter beta-arrestin GPR151 cells, luminescence; activation, % at 11.2 µM; 1% of 650,000 active; AID 1508602; in the data active = activation above about 4.9%;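 also: 0% = median of compound wells and 100% = cells with positive control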
Target sequence (Q8TDV0 whole entry, looked up): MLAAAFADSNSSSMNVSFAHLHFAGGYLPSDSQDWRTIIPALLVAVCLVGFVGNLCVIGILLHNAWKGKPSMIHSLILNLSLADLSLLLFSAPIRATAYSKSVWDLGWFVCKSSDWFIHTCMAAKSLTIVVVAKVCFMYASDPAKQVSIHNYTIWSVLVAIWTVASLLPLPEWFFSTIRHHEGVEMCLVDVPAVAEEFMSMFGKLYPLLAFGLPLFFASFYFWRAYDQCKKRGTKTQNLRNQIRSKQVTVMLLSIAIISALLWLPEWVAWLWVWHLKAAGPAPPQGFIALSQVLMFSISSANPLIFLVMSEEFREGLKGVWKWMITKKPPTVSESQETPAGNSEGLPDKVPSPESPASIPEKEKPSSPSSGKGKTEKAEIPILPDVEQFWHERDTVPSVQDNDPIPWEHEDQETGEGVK
* hit, by the source's call.

SMILES	TEAD-YAP block	FBW7 activator	MITF primary	GPR151 ag
COc1ccccc1C(=O)Nc1cccc(N2CCC(NCCCn3cccn3)CC2)c1	-6	-0.3	1	2.1
OC1CCN(Cc2ccc3c(c2)CN(CCCC(F)(F)F)CCO3)CC1	4	-0.1	4	-0.9
CC(C)(C)c1ccc(C(=O)Nc2cc(C(=O)NCCC3=CCCCC3)ccc2N2CC3CC(C2)c2cccc(=O)n2C3)cc1 (configuration not stated)	-17	-0.1	-11	1.7
C/C(=N\NC(=O)c1ccccc1Br)c1ccc(-n2ccnc2)cc1	-12	0.1	4	1.3
Cc1ccccc1OCCCNCCO	-3	-0.2	30	-0.3
COC(=O)C(Br)C12CC3CC(CC(C3)C1)C2 (configuration not stated)	-9	0.0	8	0.4
CN(C)CC(C)(O)c1ccc2c(c1)CN(Cc1ccc(OC(F)F)cc1)CCO2 (configuration not stated)	-31	0.0	-1	3.0
COc1cccc(CNCc2ccc(C(=O)O)s2)c1OC	10	0.1	-6	0.3
CC(=O)c1cccc(S(=O)(=O)NCCC(=O)Nc2ccc(S(N)(=O)=O)cc2)c1	-3	0.1	-5	-1.6
Cc1cc(C(C#N)c2nc3ccccc3o2)nc(Cl)n1 (configuration not stated)	-1	0.0	-5	0.8
O=C(NC1CCSC1=O)c1ccc(Cl)c([N+](=O)[O-])c1 (configuration not stated)	2	-0.6	2	0.9
CCOC(=O)N1CCN(CC(O)COc2c(OC)cccc2OC)CC1 (configuration not stated)	4	0.0	9	-0.3
O=C(NC1CCCCC1)C1c2ccccc2C(=O)N1Cc1ccc(F)cc1 (configuration not stated)	7	0.5	10	-1.7
COc1ccc(-c2nn(-c3ccccc3C)cc2CN2CCN(C(C)=O)CC2)cc1F	2	0.0	14	4.6
COc1ccc(C)cc1S(=O)(=O)NC1CCCCC1C (configuration not stated)	-6	0.0	-5	1.7
CC(C)CN1C(=O)C(=O)C2=C(c3ccc(F)cc3)OC3(O)c4ccccc4C(O)(O)C213 (configuration not stated)	-13	0.1	5	-0.3
O=C(NNC(=O)c1cc(-c2ccccc2)n[nH]1)c1ccccc1	-14	-0.1	4	-1.4
Cc1nn(C)cc1C(=O)Nc1ccc(Cl)c(Cl)c1	-79	-0.1	12	-0.1
Cc1cc(C)cc(NC(=O)COc2cc(C)cc(C)c2)c1	6	0.1	15	-0.8
O=C(Nc1ccc(Br)c(Cl)c1)c1ccc(CN2CCOCC2)cc1	7	0.0	5	-0.7
Cc1ccccc1NC(=O)c1cc(S(=O)(=O)N2CCCCC2)cs1	6	0.0	3	-0.5
COc1ccc(CCNC(=O)CN2C(=O)CCSc3ccccc32)cc1OC	-3	-0.1	0	0.0
O=C(CN1CCC(O)(c2ccccn2)CC1)NCc1ccccc1	12	1.0	19	0.1
Cc1ccc(NS(=O)(=O)c2cc(C(=O)NCC3CCCO3)ccc2Cl)cc1C (configuration not stated)	-5	0.1	-22	1.5
CN1C(=O)C(O)(CC(=O)c2ccc(F)cc2)c2ccccc21 (configuration not stated)	1	0.0	-6	4.5

16 successive entries already listed:
SMILES	TEAD-YAP block	FBW7 activator	MITF primary	GPR151 ag
COC(=O)C(Br)C12CC3CC(CC(C3)C1)C2 (configuration not stated)	-9	0.0	8	0.4
CN(C)CC(C)(O)c1ccc2c(c1)CN(Cc1ccc(OC(F)F)cc1)CCO2 (configuration not stated)	-31	0.0	-1	3.0
COc1cccc(CNCc2ccc(C(=O)O)s2)c1OC	10	0.1	-6	0.3
CC(=O)c1cccc(S(=O)(=O)NCCC(=O)Nc2ccc(S(N)(=O)=O)cc2)c1	-3	0.1	-5	-1.6
Cc1cc(C(C#N)c2nc3ccccc3o2)nc(Cl)n1 (configuration not stated)	-1	0.0	-5	0.8
O=C(NC1CCSC1=O)c1ccc(Cl)c([N+](=O)[O-])c1 (configuration not stated)	2	-0.6	2	0.9
CCOC(=O)N1CCN(CC(O)COc2c(OC)cccc2OC)CC1 (configuration not stated)	4	0.0	9	-0.3
O=C(NC1CCCCC1)C1c2ccccc2C(=O)N1Cc1ccc(F)cc1 (configuration not stated)	7	0.5	10	-1.7
COc1ccc(-c2nn(-c3ccccc3C)cc2CN2CCN(C(C)=O)CC2)cc1F	2	0.0	14	4.6
COc1ccc(C)cc1S(=O)(=O)NC1CCCCC1C (configuration not stated)	-6	0.0	-5	1.7
CC(C)CN1C(=O)C(=O)C2=C(c3ccc(F)cc3)OC3(O)c4ccccc4C(O)(O)C213 (configuration not stated)	-13	0.1	5	-0.3
O=C(NNC(=O)c1cc(-c2ccccc2)n[nH]1)c1ccccc1	-14	-0.1	4	-1.4
Cc1nn(C)cc1C(=O)Nc1ccc(Cl)c(Cl)c1	-79	-0.1	12	-0.1
Cc1cc(C)cc(NC(=O)COc2cc(C)cc(C)c2)c1	6	0.1	15	-0.8
O=C(Nc1ccc(Br)c(Cl)c1)c1ccc(CN2CCOCC2)cc1	7	0.0	5	-0.7
Cc1ccccc1NC(=O)c1cc(S(=O)(=O)N2CCCCC2)cs1	6	0.0	3	-0.5

More results.
SMILES	TEAD-YAP block	FBW7 activator	MITF primary	GPR151 ag
Nc1ccc2nc(-c3ccc(C(c4ccc(-c5nc6ccc(N)cc6[nH]5)cc4)(C(F)(F)F)C(F)(F)F)cc3)[nH]c2c1	-9	-0.1	-5	-0.1
Cc1nnc2ccc(SCC(=O)N3CCC(c4ccc(F)cc4)C3)nn12 (configuration not stated)	-5	0.3	6	1.2
Cc1cc(Cl)ccc1OCC(=O)NCCCN(C)C	-1	0.0	1	1.3
CCOC(=O)CSc1nnc(CNC(=O)C23CC4CC(CC(C4)C2)C3)n1-c1ccccc1Cl	2	1.1	8	-0.8
O=C(c1cc(NC(=O)C23CC4CC(CC(C4)C2)C3)cc(NC(=O)C23CC4CC(CC(C4)C2)C3)c1)N1CCCCC1	-7	-0.1	4	1.9
CCC(C)(C)n1nnnc1C(c1ccccc1OC)N1CCC(C(N)=O)CC1 (configuration not stated)	2	-0.2	-11	0.4
COc1ccc(CSc2nnc(C)s2)cc1	-51	0.0	-7	1.8
CCOC(=O)N1CCN(Cc2nc3c([nH]2)c(=O)[nH]c(=O)n3C)CC1	1	0.0	-9	0.4
Cc1ccc(F)c(NC(=O)C2CC=CCC2C(=O)O)c1 (configuration not stated)	-9	-0.3	-11	-2.0
COc1ccc(NC(=O)C(=O)N/N=C/c2ccc(OC)c(OC)c2)cc1	10	-0.1	24	-1.1
CC(C)n1cc(CN2CCN(CCc3ccccc3)C(CCO)C2)cn1 (configuration not stated)	1	-0.1	-12	0.3
Cc1ccc2[nH]c(=O)c(CN(CCO)S(=O)(=O)c3cccc4nsnc34)cc2c1	48*	0.0	11	1.8
CC(NC(=O)Cc1coc2ccc3ccccc3c12)c1ccc(S(N)(=O)=O)cc1 (configuration not stated)	2	-0.1	-5	1.3
CC(=O)c1ccc(NC(=O)COc2ccc(Br)c(C)c2)cc1	-26	-0.2	16	-0.3
NC(=O)CSc1nnc(COc2cccc3ccccc23)n1Cc1ccco1	-1	1.1	-10	-0.2
Cn1ncc2c(=O)n(Cc3ccc(C#N)cc3)cnc21	9	0.0	-11	3.0
O=C1NC(c2ccccc2)=N/C1=C\c1ccc(Cl)cc1	0	1.0	11	-0.5
Cc1cc(-c2ccc(F)cc2)nc2cc(C(=O)Nc3ccc(Cl)c(Cl)c3)nn12	1	0.2	8	-0.4
c1ccc2sc(SCc3nc4c5c6c(sc5ncn4n3)CCCCC6)nc2c1	0	0.4	5	-1.4
O=C(NCC1COc2ccccc2O1)c1ccccc1F (configuration not stated)	-48	0.0	-2	0.1
CN1CCN(Cc2nc3ccccc3s2)CC1CCO (configuration not stated)	-7	-0.1	9	-0.5
Cc1cc2c(cc1C)NC(CC(=O)NCc1ccccc1)C(=O)N2 (configuration not stated)	-4	0.0	2	0.0
O=C(O)c1ccc(S(=O)(=O)c2ccc3c(c2)C(=O)N(c2nccs2)C3=O)cc1	1	-0.2	-2	2.0
COc1ccc(N2CCN(CNC(=O)c3ccccc3)CC2)cc1	-4	0.0	-9	0.8
CCCOc1ccccc1C1C(C#N)=C(N)Oc2n[nH]c(-c3ccc(OC)cc3)c21 (configuration not stated)	3	0.1	10	3.0

New compounds follow.
SMILES	TEAD-YAP block	FBW7 activator	MITF primary	GPR151 ag
O=C(NC1CCCCCCC1)c1cccn2c(=O)c3cc(Cl)ccc3nc12	10	0.1	7	-2.1
Cc1ccc(-n2nc3c(c2NC(=O)c2cccc(Cl)c2)CS(=O)(=O)C3)cc1	4	-0.2	-14	0.3
Cc1cccc(OCC(O)CN2CCN(C)CC2)c1 (configuration not stated)	6	0.0	4	-1.2
CC1=NN(c2ccccc2)C(=O)/C1=C/c1cc(Cl)c(O)c(Cl)c1	6	-1.0	20	0.0
CCOC(=O)c1c(NC(=O)CCN2CCOCC2)sc2c1CCCC2	-3	-0.3	-4	-0.7
COC(=O)C1=C(C)N(c2ccc(Cl)cc2)C(=O)/C1=C\c1ccc(C(=O)O)cc1	6	0.1	5	-0.8
CCC(C)C(NC(N)=O)C(=O)Nc1ccc(S(=O)(=O)Nc2ccc(OC)cc2)cc1 (configuration not stated)	-6	0.1	-6	1.7
CCOC(=O)C1=C(c2ccccc2)N=c2s/c(=C\c3cccc(OCC(=O)O)c3)c(=O)n2C1c1ccccc1 (configuration not stated)	-4	-0.5	5	-2.6
CCCC(C)NS(=O)(=O)c1ccc(OC)c(C)c1 (configuration not stated)	10	0.8	2	0.4
O=C(C1CCC(Cn2c(=O)[nH]c3ccsc3c2=O)CC1)N1CCc2ccccc2C1 (configuration not stated)	9	0.1	11	-0.5
CC1CCCCN1C(=O)c1ccccc1N (configuration not stated)	-8	0.4	5	0.5
O=C(N/N=C/c1ccccc1)c1[nH]c(=O)c2ccccc2c1O	10	0.6	11	-1.5
Cc1cccc2cc(CN(CC(C)C)C(=O)c3cccnc3)c(=O)[nH]c12	-4	0.0	9	0.4
Nc1c(-c2ccccc2[N+](=O)[O-])sc2nc(-c3ccccc3)cc(C(F)(F)F)c12	2	0.0	9	-1.0
Cc1cccc(OCC(O)Cn2c(N3CCCCCC3)nc3c2c(=O)[nH]c(=O)n3C)c1 (configuration not stated)	8	0.1	9	0.1
COc1ccc(CNC(=O)c2ccc3c(c2)CC(c2nc4ccc(-c5ccnc(N)n5)cc4[nH]2)CO3)cc1 (configuration not stated)	12	7.5*	-2	1.4
Clc1ccc(-c2nnc(-c3ccc(Cl)cc3Cl)o2)c(Cl)c1	6	-0.1	1	0.8
CCOC(=O)c1ccc2ncc(C(=O)OCC)c(Nc3ccc(OC)cc3OC)c2c1	-1	0.0	8	-1.0
O=C(CSc1nc2ccccc2c(=O)n1CC1CCC(C(=O)NCc2ccco2)CC1)c1ccc(Cl)cc1 (configuration not stated)	-4	0.0	-4	0.4
COc1ccc(-c2c(C)nn3c(NCCCN4CCCC4=O)cc(C)nc23)cc1	-2	-0.1	-2	0.1
Cn1c(=O)n(Cc2ccc3c(c2)OCO3)c(=O)c2ncccc21	-3	0.1	11	2.6
CCCOc1ccc(/C=c2\sc3n(c2=O)C(c2ccc(SC)cc2)C(C(=O)OCC)=C(C)N=3)cc1 (configuration not stated)	-8	-0.1	10	0.3
O=C(CNC(=O)Cn1cnc2sc3c(c2c1=O)CCCC3)NCc1ccccn1	3	0.0	11	0.9
COC(=O)C1=C(C(=O)OC)SC(=C2C(=S)C(C)(C)N(C(=O)Cc3cccs3)c3ccc(C)cc32)S1	7	0.1	16	-0.5
CC1CCCCN1c1nc2c(c(=O)[nH]1)CCN(Cc1ccc(F)cc1)C2 (configuration not stated)	2	0.0	6	-0.6

More records:
SMILES	TEAD-YAP block	FBW7 activator	MITF primary	GPR151 ag
COc1ccccc1Cn1c(SCc2cc3c(cc2F)COCO3)nc2ccc(Br)cc2c1=O	-1	0.0	0	1.0
CN(CCO)c1cc(Cl)c2nonc2c1[N+](=O)[O-]	-14	-0.2	0	0.4
Cc1ccc(NC(=O)Nc2ccc3nccnc3c2)cc1	-46	0.2	15	-1.0
CCCN(CCC)CCCNc1ccc(C(=O)Nc2cccc(C)c2)cc1[N+](=O)[O-]	-6	-0.1	4	0.0
O=C(C1C(c2ccccc2)C1(Cl)Cl)N1CCCCC1 (configuration not stated)	2	-0.1	10	0.3
CCC(C)(C)OCC(O)CN1CC(C)CC(C)C1 (configuration not stated)	2	0.0	3	-1.0
CC(C)CNc1nccn2c(-c3cnn(C)c3)cnc12	-32	0.1	6	0.5
CCCCC(=O)N/N=C(\C)CC(=O)Nc1cccc2c1CCCC2	-10	0.3	-10	3.8
O=C(NCc1ccc(F)cc1)c1cccc([N+](=O)[O-])c1	10	-0.2	4	-1.2
Cc1ccc(NC(=O)CCN2C(=O)CSC2=O)cc1	-9	1.1	19	-1.7
CC(=O)Oc1c(C)cc(C(O)(C(F)(F)F)C(F)(F)F)cc1C	-9	0.1	0	2.0
CC(=O)Oc1ccc2occ(C(=O)c3oc(C)nc3C)c2c1	-39	0.0	-13	-0.4
CC(=O)Nc1ccc2c(c1[N+](=O)[O-])C(=O)c1ccccc1C2=O	-9	0.1	6	1.7
Brc1ccc2c(c1)OCCOCCOCCOc1cc(Br)ccc1OCCOCCOCCO2	-13	-0.1	3	0.5
